RGS4 block = inhibitors of human RGS4; 310,000 tested, 0.45% active; HEK293 M3R/RGS4 inducible, Fluo-4 calcium flux; hits give high values; triggered by carbachol at its EC20; AID 463165; B-score at 10 µM; P49798;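 active = B-score, a plate-corrected calcium signal, over three deviations above library mean, with baseline fluorescence within five deviations of library mean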;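 note: RGS4 expression induced by doxycycline in cells with stable M3 receptor; B-score is computed from the integrated fluorescence ratio over baseline after carbachol; higher B-score means a larger calcium signal and so more RGS4 inhibition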
TRPC4 PAM = TRPC4 (mouse) allosteric potentiation | HEK293 TRPC4beta/mu-opioid, DAMGO EC20, Fluo-4 Ca2+ flux; hits give high values | B-score at 10 µM | 310,000 tested, 0.42% active | AID 2227;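 active = B-score of calcium response area above 5 SD of library B-scores, with initial fluorescence ratio within 5 SD of library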;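 note: B-score of integrated fluorescence ratio over time as area under calcium response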
TRPC4 block = TRPC4 (mouse) channel inhibition; Q9QUQ5; 300,000 tested, 0.39% active; B-score at 10 µM; HEK293 TRPC4beta/mu-opioid, DAMGO-evoked Fluo4 calcium flux; hits give low values;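 active = B-score over 3 SD under the library average, no early fluorescence shift, positive overall ratio signal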
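Assay system: Stable TRPC4beta/mu-opioid receptor HEK293 cells | Reagent: DAMGO in two steps, submaximal then maximal | Compound dosing: Single concentration per test compound | Signal: Fluo4 Ca2+ flux fluorescence | Evaluation: Per-well B score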
TMEM16A act = mouse TMEM16A channel activation, primary screen. HEK293 TMEM16A/YFP-H148Q/I152L, iodide quench fluorescence; hits give low values. B-score at 10 µM. 340,000 tested, 0.3% active. AID 623877;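 active = fluorescence-ratio B-score plate-corrected deviation score at least 3 library SD below zero, with starting fluorescence score within 5 deviations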;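 note: channel opened by trigger with iodide after compound preincubation; score built on the fluorescence ratio of max minus min over baseline; more negative score means more quench and so TMEM16A activation or potentiation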
Target sequence (Q8BHY3 whole entry, looked up): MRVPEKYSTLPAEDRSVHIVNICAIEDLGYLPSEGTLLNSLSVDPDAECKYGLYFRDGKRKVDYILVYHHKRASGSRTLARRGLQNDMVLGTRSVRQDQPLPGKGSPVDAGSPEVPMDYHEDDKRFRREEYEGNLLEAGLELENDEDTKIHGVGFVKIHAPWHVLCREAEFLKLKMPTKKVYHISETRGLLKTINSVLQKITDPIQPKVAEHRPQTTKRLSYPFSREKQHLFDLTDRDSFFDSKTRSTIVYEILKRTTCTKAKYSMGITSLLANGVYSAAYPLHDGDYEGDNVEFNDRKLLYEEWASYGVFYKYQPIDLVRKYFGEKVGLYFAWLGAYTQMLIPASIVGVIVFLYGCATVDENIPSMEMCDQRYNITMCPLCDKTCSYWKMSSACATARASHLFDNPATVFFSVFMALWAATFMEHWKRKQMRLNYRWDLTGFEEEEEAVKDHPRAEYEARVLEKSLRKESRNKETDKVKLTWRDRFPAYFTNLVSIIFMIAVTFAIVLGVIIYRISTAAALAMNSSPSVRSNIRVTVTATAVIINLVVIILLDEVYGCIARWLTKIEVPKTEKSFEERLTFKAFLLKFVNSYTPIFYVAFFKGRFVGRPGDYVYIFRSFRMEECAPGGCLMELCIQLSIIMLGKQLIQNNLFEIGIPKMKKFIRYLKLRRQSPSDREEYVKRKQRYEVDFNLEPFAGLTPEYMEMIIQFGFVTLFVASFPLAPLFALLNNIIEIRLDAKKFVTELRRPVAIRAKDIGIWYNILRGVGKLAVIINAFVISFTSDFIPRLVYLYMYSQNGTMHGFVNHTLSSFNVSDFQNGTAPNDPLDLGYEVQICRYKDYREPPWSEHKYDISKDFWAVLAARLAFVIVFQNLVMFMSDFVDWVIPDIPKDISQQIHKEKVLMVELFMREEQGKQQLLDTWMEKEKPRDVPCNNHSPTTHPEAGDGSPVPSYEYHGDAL
MrgX1 antagonist = antagonists of human MrgX1 receptor. Q96LB2. MRGX1-HEK293 calcium flux, Fluo-4, BAM8-22 antagonism; hits give low values. B-score at 10 µM. 310,000 tested, 1.3% active. AID 588676;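 active = calcium-response B-score plate-corrected more than 3 library SD below zero, starting fluorescence within 5 deviations, no agonist response on first addition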;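 note: peak minus trough fluorescence over baseline after final BAM8-22 challenge near maximal dose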
ANO1 block = blocks the mouse calcium-activated chloride channel TMEM16A; Q8BHY3; HEK293 TMEM16A/YFP iodide influx fluorescence, ionomycin; 310,000 tested, 1.2% active; AID 588511; normalized B-score (activity score, 25-100; higher = stronger inhibition) at 10 µM;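 active = ratio plate-corrected score three or more library SD toward inhibition, starting fluorescence score within five deviations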;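 note: score derived from kinetic fluorescence span divided by baseline fluorescence per well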
TRPC6 activator = activators of mouse TRPC6 channel | HEK293-TRPC6 membrane potential dye fluorescence; hits give high values | B-score at 10 µM | 310,000 tested, 0.13% active | AID 2550;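 active = B-score of the integrated fluorescence ratio above library mean plus 3 SD, and starting fluorescence ratio within library mean plus 5 SD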;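 note: higher score means more depolarization so channel activation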
TRPC6 inh = blocks the mouse TRPC6 cation channel | Q61143 | HEK293-TRPC6, membrane potential dye, ACh-evoked depolarization; hits give low values | B-score at 10 µM | 310,000 tested, 1.1% active | AID 2553;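 active = B-score under library mean minus 3 SD, initial fluorescence not abnormally high, positive integrated signal ratio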;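 note: B-score derived from integrated fluorescence ratio over the kinetic read; more negative B-score means stronger inhibition of depolarization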
MrgX1 agonist = agonists of human MrgX1 receptor; Q96LB2; B-score at 10 µM; MrgX1-HEK293 cells, Fluo-4 calcium fluorescence, agonist mode; hits give high values; 310,000 tested, 0.44% active;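 active = calcium response B-score plate-corrected fluorescence ratio at least 3 library SD, with starting fluorescence B-score inside 5 SD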
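Assay system: stable human MrgX1 HEK293 cell line. Quantity: 15,000 cells per well. Schedule: cells plated overnight, dye loaded 0.5 h 37 °C, 0.5 h room temperature. Detection: Fluo-4 NW calcium-flux fluorescence, kinetic read. Read-out basis: peak-minus-minimum fluorescence over baseline, converted to B scores. Control set: positive and negative control wells on each plate.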
MrgX1 allo act = human MrgX1 positive allosteric modulation, primary screen | AID 588675 | 310,000 tested, 0.63% active | MrgX1-HEK293, Fluo-4 calcium flux, FDSS; hits give high values | Q96LB2 | B-score at 10 µM;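 active = plate-corrected calcium response at least 3 library SD above typical, normal starting fluorescence, not activating the receptor alone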;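 note: compound read alongside a low EC10 to EC30 dose of BAM8-22 agonist; peak minus trough fluorescence over baseline measured at the second addition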
TRPC4 agonist = opens the mouse TRPC4 cation channel; B-score at 10 µM; Q9QUQ5; 310,000 tested, 0.49% active; HEK293 TRPC4beta/mu-opioid, Fluo4 calcium fluorescence; hits give high values;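 active = B-score above 5 SD of library B-scores, and initial fluorescence ratio not above library mean plus 5 SD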;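 note: positive B-score marks a calcium rise read as TRPC4 activation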
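Technique: kinetic Fluo4 calcium fluorescence; Test system: TRPC4beta and mu-opioid receptor HEK293 stable cells; Measure: B-scored integrated calcium fluorescence ratio; Benchmarks: low control buffer alone, high control maximal DAMGO; Schedule: 45 min room-temperature Fluo4 loading, 110 s read.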
The depositor's hits bear a star; i = inactive; nt = not tested or not shown.

Molecule,RGS4 block,TRPC4 PAM,TRPC4 block,TMEM16A act,MrgX1 antagonist,ANO1 block,TRPC6 activator,TRPC6 inh,MrgX1 agonist,MrgX1 allo act,TRPC4 agonist
O=C(N[C@@H](Cc1ccccc1)C(=O)NCc1ccc(F)cc1)C1CCNCC1,i,i,i,i,i,i,i,i,i,i,i
O=c1c2ccccc2nc(N2CCN(c3ccccc3)CC2)n1Cc1ccccc1,i,i,i,i,i,i,i,i,i,i,i
Cc1cc(C)c(NC(=O)Cn2nnc(C(=O)NCc3ccco3)c2N)c(C)c1,i,i,i,i,i,i,i,i,i,i,i
CCCCN(N=Nc1nonc1OC)c1nonc1OC,i,i,i,i,i,i,i,i,i,i,i
O=C(Nc1cccc(F)c1)C1CCN(C(=O)Cc2ccccc2)CC1,i,i,i,i,i,i,i,i,i,i,i
CC(C)(C)c1ccc(CNC(=O)c2ccc3c(c2)NC(=O)CO3)cc1,i,i,i,i,i,i,i,i,i,i,i
Nc1nnc(SCc2nc3scc(-c4ccccc4)c3c(=O)[nH]2)s1,i,i,i,i,i,i,i,i,i,i,i
NC(=O)COC(=O)c1cccc(NS(=O)(=O)/C=C/c2ccccc2)c1,i,i,i,i,i,i,i,i,i,i,i
CC(=O)Nc1nc(C)c(S(N)(=O)=O)s1,i,i,i,i,i,i,i,i,i,i,i
COCC(C)n1c(COc2ccccc2F)nnc1SCc1c(C)noc1C (configuration not stated),i,i,i,i,i,i,i,i,i,i,i
COc1cccc(/C(O)=C2/C(=O)C(=O)N(Cc3ccco3)C2c2ccncc2)c1 (configuration not stated),i,i,i,i,i,i,i,i,i,i,i
O=C(Nc1nnc(SCC(=O)N2CCCC2)s1)C1CC(=O)N(c2ccc(F)cc2)C1 (configuration not stated),i,i,i,i,i,i,i,i,i,i,i
Cc1sc(NC(=O)C2C3CCC(O3)C2C(=O)O)nc1-c1ccc(CC(C)C)cc1 (configuration not stated),i,i,i,i,i,i,i,i,i,i,i
CCc1ccc(NC(=O)CSc2nnc(-c3ccco3)o2)cc1,i,i,i,i,i,i,i,i,i,i,i
Cc1cc(-c2ccc(Cl)cc2)n2ncnc2n1,i,i,i,i,i,i,i,i,i,i,i
O=[N+]([O-])c1ccc(-c2cn3c(n2)SCC3)cc1,i,i,i,i,i,i,i,i,i,i,i
O=C(NC1CCN(C(=S)Nc2ccc(F)cc2)CC1)C1CCCCC1,i,i,i,i,i,i,i,i,i,i,i
Cc1cccc(Nc2ccc(NCc3ccccc3)nn2)c1,i,i,i,i,i,i,i,i,i,i,i
Cn1c(=O)[nH]c(=O)c2c1nc(Br)n2C/C=N/Nc1ccccc1,i,i,i,i,i,i,i,i,i,i,i
CCN(CC)S(=O)(=O)c1cccc(C(=O)NCCCn2ccnc2)c1,i,i,i,i,i,i,i,i,i,i,i
N/C(CC(=O)Nc1ccc(F)cc1)=N\O,i,i,i,i,i,i,i,i,i,i,i
O=C1c2ccccc2C(=O)N1CCCCSc1nnc2c(Cl)cc(Cl)cn12,i,i,i,i,i,i,i,i,i,i,i
CCCNC(=O)c1cc(Cl)c(NC(=O)C2=C(C)OCCS2)cc1OC,i,i,i,i,i,i,i,i,i,i,i
O=C(c1c(Cl)cccc1Cl)N1CCCCCC1,i,i,i,nt,i,i,i,i,i,i,i
COc1ccc(C(=O)NCC(=O)O)cc1,i,i,i,i,i,i,i,i,i,i,i

More records
Molecule,RGS4 block,TRPC4 PAM,TRPC4 block,TMEM16A act,MrgX1 antagonist,ANO1 block,TRPC6 activator,TRPC6 inh,MrgX1 agonist,MrgX1 allo act,TRPC4 agonist
CN1CCN(C(=O)C2=C[C@@H](c3ccc(C(F)(F)F)cc3)C[C@@H](OCCCCO)O2)CC1,i,i,i,i,i,i,i,i,i,i,i
CCCNC(=O)c1[nH]c(C)c(C(C)=O)c1C,i,i,i,i,i,i,i,i,i,i,i
COc1ccc2c(c1)CCC(C)N2S(=O)(=O)c1ccc(C2CNC(=O)C2)cc1 (configuration not stated),i,i,i,i,i,i,i,i,i,i,i
O=S(=O)(Nc1ccccn1)c1ccc(-n2cccn2)cc1,i,i,i,i,i,i,i,i,i,i,i
CC(C)C(C(=O)NC(C)(C)C)N(CCN1CCOCC1)C(=O)CNS(=O)(=O)c1ccccc1 (configuration not stated),i,i,i,i,i,i,i,i,i,i,i
O=C(CCCOc1ccccc1)N1CCc2ccccc2C1,i,i,i,i,i,i,i,i,i,i,i
COc1ccc(-n2cc(CNCC3CC(=O)N(C4CC4)C3)c(-c3ccccc3Cl)n2)cc1 (configuration not stated),i,i,i,i,i,i,i,i,i,i,i
COc1ccc2c(c1)CCc1c-2n[nH]c1C(=O)O,nt,nt,nt,i,i,i,nt,nt,i,i,nt
Cc1ccc(C)c(N2CCN(C(=O)c3cc(S(=O)(=O)N4CCOCC4)ccc3F)CC2)c1,i,i,i,i,i,i,i,i,i,i,i
COc1ccc2[nH]c(C(=O)Nc3ccc(F)cc3Br)cc2c1,i,i,i,i,i,i,i,i,i,i,i
CC(=O)N1CCCc2cc(S(=O)(=O)N(C)Cc3ccccc3)ccc21,i,i,i,i,i,i,i,i,i,i,i
COc1ccc(/C=C/C2=NNC(=O)CC2)cc1,i,i,i,i,i,i,i,i,i,i,i
CC(C)C(=O)Nc1nnc(CSCc2ccccc2F)s1,i,i,i,i,i,i,i,i,i,i,i
O=S(=O)(Nc1nc2ccccc2nc1Nc1cccc(S(=O)(=O)N2CCCCC2)c1)c1ccccc1,i,i,i,i,i,100*,i,i,i,i,i
COc1ccccc1C(=O)N1CCN(CCNC(=O)C(=O)Nc2ccc(Br)c(C)c2)CC1,i,i,i,i,i,i,i,i,i,i,i
CNC(=S)NNC(=O)c1ccc(N(C)C)cc1,i,i,i,i,i,i,i,i,i,i,i
Cc1ccccc1OCCNC(=O)c1ccco1,i,i,i,i,i,i,i,i,i,i,i
CC(C)CNc1oc(-c2ccccc2Cl)nc1C#N,i,i,i,i,i,i,i,i,i,i,i
COc1ccc(-c2cc(C)no2)cc1S(=O)(=O)N1CCCN(Cc2ccccc2Cl)C1,i,i,i,i,i,i,i,i,i,i,i
CNC(=O)c1ccc2nc(NC(C)=O)sc2c1,i,i,i,i,i,i,i,i,i,i,i
COc1ccc(NC(=O)c2cc([N+](=O)[O-])ccc2NC(=O)CNCc2ccccn2)c(OC)c1,i,i,i,i,i,i,i,i,i,i,i
Nc1cc(=O)[nH]c(SCCSc2cc(Cl)ccc2Cl)n1,i,i,i,nt,i,i,i,i,i,i,i
Cn1nc(C(=O)Nc2cccc(C(F)(F)F)c2)ccc1=O,nt,nt,nt,i,i,i,nt,nt,i,i,nt
O=S(=O)(Nc1cc(Sc2cccc3cccnc23)c(O)c2ccccc12)c1ccccc1,i,i,i,nt,nt,nt,i,i,nt,nt,i
Cc1nc(NC(=O)CN2CCN(c3cccc(Cl)c3)CC2)sc1C(=O)N(C)C,i,i,i,i,i,i,i,i,i,i,i

The list goes on:
Molecule,RGS4 block,TRPC4 PAM,TRPC4 block,TMEM16A act,MrgX1 antagonist,ANO1 block,TRPC6 activator,TRPC6 inh,MrgX1 agonist,MrgX1 allo act,TRPC4 agonist
CCC(C)(NC=O)C(=O)Nc1c(C)cccc1C (configuration not stated),i,i,i,i,i,i,i,i,i,i,i
Cc1cc(C)n(Cc2ccc(C(=O)Nc3ccc(Br)cc3C)o2)n1,i,i,i,i,i,i,i,i,i,i,i
O=c1c2ccccc2nc(SCc2ccccc2)n1Cc1ccco1,i,i,i,i,i,i,i,i,i,i,i
O=C(O)CSc1cccc[n+]1[O-],i,i,i,i,i,i,i,i,i,i,i
COc1ccc(/C=C2\SC(=O)N(CCNC(=O)Cn3cnnn3)C2=O)cc1,i,i,i,i,i,i,i,i,i,i,i
Cc1ccc(S(=O)(=O)NC(C)(C)CSc2nncn2N)cc1,i,i,i,i,i,i,i,i,i,i,i
COC(=O)c1cc(OC)c(OC)cc1NC(=O)c1ccc(OC)c(OC)c1,i,i,i,i,i,i,i,i,i,i,i
Cc1nn(-c2ccccc2)c(C)c1C(=O)OC/C(O)=C(\C#N)c1nc2ccccc2[nH]1,i,i,i,i,i,i,i,i,i,i,i
COc1ccc(NS(=O)(=O)c2ccc3oc(SC4CCOC4=O)nc3c2)cc1 (configuration not stated),i,i,i,i,i,25*,i,i,i,i,i
CCN(CC)CCn1c(NCc2ccccn2)nc2ccccc21,i,i,i,i,i,i,i,i,i,i,i
O=C(CCN1C(=O)/C(=C\c2ccccc2)SC1=S)NCCCN1CCOCC1,i,i,i,i,i,i,i,i,i,i,i
COc1ccc(Nc2nc(N)nc(CN3CCC(Cc4ccccc4)CC3)n2)cc1,i,i,i,i,i,i,i,i,i,i,i
Brc1ccc(C=Nc2ccc3c(c2)OCCOCCOCCO3)s1,i,i,i,i,i,i,i,i,i,i,i
O=C(c1ccccc1)c1sc(N2CCCCCC2)nc1-c1ccccc1,i,i,i,i,i,i,i,i,i,i,i
O=C(COC(=O)c1ccc2ccccc2n1)c1ccccc1,i,i,i,i,i,i,i,i,i,i,i
COc1ccccc1OCCn1cc(C#N)c2ccccc21,i,i,i,i,i,i,i,i,i,i,i
CCn1cc(CN2CCC(n3nccc3NC(=O)CCc3ccccc3)CC2)cn1,i,i,i,i,i,i,i,i,i,i,73*
CN=C1S/C(=C/c2cn(CC(=O)OC)c3ccccc23)C(=O)N1C,i,i,i,i,i,i,i,i,i,i,i
COc1ccc(S(=O)(=O)N2CCCC2)cc1C(=O)N1CCCCC1,i,i,i,i,i,i,i,i,i,i,i
CN(CCc1ccccn1)C(=O)CCc1nnc(CCCc2ccccc2)o1,i,i,i,i,i,i,i,i,i,i,i
Clc1ccc(-c2nnc(SCc3nc(-c4ccccc4)no3)o2)cc1,i,i,i,-4.7*,i,i,i,i,i,i,i
COCC1CCN(Cc2cn(Cc3ccccc3)nc2-c2cc3ccccc3o2)CC1,i,i,i,i,i,i,i,i,i,i,i
O=C(CCn1nnnc1CN1CCOCC1)N1CCC(c2ccccc2F)C1 (configuration not stated),i,i,i,i,i,i,i,i,i,i,i

Source: PubChem BioAssay (Johns Hopkins Ion Channel Center)
